# ANO1 activ: activates or potentiates the mouse TMEM16A chloride channel. B-score at 10 µM. 340,000 compounds, 0.3% hits. AID 623877. HEK293 TMEM16A/YFP-H148Q/I152L, iodide quench fluorescence; hits give low values;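 active means fluorescence-ratio B-score plate-corrected deviation score at least 3 library SD below zero, with starting fluorescence score within 5 deviations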;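 further: channel opened by trigger with iodide after compound preincubation; score built on the fluorescence ratio of max minus min over baseline; more negative score means more quench and so TMEM16A activation or potentiation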
# RGS4 inh: inhibitors of human RGS4; P49798; HEK293 M3R/RGS4 inducible, Fluo-4 calcium flux; hits give high values; triggered by carbachol at its EC20; B-score at 10 µM; 310,000 compounds, 0.45% hits; AID 463165;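 active means B-score, a plate-corrected calcium signal, over three deviations above library mean, with baseline fluorescence within five deviations of library mean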;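 further: RGS4 expression induced by doxycycline in cells with stable M3 receptor; B-score is computed from the integrated fluorescence ratio over baseline after carbachol; higher B-score means a larger calcium signal and so more RGS4 inhibition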
# Target sequence (P49798 whole entry, looked up): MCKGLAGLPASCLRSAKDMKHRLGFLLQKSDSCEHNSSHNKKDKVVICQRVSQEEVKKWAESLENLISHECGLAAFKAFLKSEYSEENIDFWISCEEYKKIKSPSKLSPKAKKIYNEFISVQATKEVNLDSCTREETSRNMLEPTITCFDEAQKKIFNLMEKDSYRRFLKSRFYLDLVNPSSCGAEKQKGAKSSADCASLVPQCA
# KCNK3 block: human KCNK3 channel inhibition, primary screen | O14649 | CHO-KCNK3 thallium flux, FluxOR fluorescence; hits give low values | B-score at 10 µM | 340,000 compounds, 0.84% hits;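 active means B-score under library mean minus 4 SD, starting fluorescence ratio at most library mean plus 5 SD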;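 further: more negative B-score means stronger inhibition of thallium flux through KCNK3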
# Target sequence (O14649 whole entry, looked up): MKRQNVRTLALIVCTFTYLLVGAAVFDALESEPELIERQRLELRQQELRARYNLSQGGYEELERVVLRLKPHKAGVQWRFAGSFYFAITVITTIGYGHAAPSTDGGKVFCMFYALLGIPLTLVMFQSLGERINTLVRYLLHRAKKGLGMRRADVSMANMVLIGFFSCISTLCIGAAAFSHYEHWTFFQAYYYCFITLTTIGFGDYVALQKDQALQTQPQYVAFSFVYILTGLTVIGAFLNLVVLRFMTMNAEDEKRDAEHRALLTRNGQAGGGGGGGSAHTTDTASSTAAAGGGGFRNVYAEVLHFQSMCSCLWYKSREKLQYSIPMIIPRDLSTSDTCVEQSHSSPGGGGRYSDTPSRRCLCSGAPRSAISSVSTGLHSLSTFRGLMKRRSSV
# hERG protect: shields human hERG channel from block by proarrhythmic agents; AID 1511; 310,000 compounds, 0.51% hits; activation (rescue from dofetilide block), less the hit threshold, % at 10 µM; Q12809; CHO-hERG, FluxOR thallium flux, dofetilide IC70 present;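 active means activation above the mean of controls blocked by dofetilide plus 5 SD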;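 further: thallium influx through hERG after potassium depolarization seen as dye fluorescence rise; in these data hits start at about 4.7%; inactives centre near -7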
# SKKanGAS inh: blocks kanamycin growth of S. pyogenes SKKanGAS strain | BacTiter-Glo, 6 h | inhibition, % at 7.5 µM | 300,000 compounds, 1.3% hits;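 active means mean replicate score, as percent of positive control median, at least 50; inconclusive means mean below 50 but one replicate at or above 50; inactive means mean and every replicate below 50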;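 further: strain carries kanamycin resistance gene driven by streptokinase promoter and grows in 40 µg/ml kanamycin; loss of luminescence reflects streptokinase promoter inhibition or plain growth inhibition; 0% = median of DMSO wells and 100% = positive control at its reference dose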
# TMEM16A inh: inhibitors of mouse TMEM16A calcium-activated chloride channel | Q8BHY3 | HEK293 TMEM16A/YFP iodide influx fluorescence, ionomycin | normalized B-score (activity score, 25-100; higher = stronger inhibition) at 10 µM | 310,000 compounds, 1.2% hits | AID 588511;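 active means ratio plate-corrected score three or more library SD toward inhibition, starting fluorescence score within five deviations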;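 further: score derived from kinetic fluorescence span divided by baseline fluorescence per well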
# HDAC3 inh: inhibitors of human histone deacetylase 3. O15379. recombinant HDAC3, fluorogenic peptide/trypsin coupled, fluorescence. inhibition, % at 8.3 µM. 320,000 compounds, 0.15% hits; in the data active means inhibition above about 26%, passing the limit was not always enough; inconclusive means no clear call, values can overlap the other calls
# Target sequence (O15379 whole entry, looked up): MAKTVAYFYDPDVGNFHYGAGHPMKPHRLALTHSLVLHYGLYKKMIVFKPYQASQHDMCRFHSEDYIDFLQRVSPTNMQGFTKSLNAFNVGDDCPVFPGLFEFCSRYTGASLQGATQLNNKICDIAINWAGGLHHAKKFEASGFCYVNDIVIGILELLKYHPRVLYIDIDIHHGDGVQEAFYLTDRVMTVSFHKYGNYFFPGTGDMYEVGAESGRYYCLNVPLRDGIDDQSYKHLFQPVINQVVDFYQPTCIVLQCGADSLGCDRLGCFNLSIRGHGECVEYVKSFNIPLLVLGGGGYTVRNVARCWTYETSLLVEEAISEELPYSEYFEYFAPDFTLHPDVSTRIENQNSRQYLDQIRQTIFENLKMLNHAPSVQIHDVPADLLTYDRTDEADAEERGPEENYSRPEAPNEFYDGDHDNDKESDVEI
# KCNQ1 pot: potentiates or activates the human KCNQ1 potassium channel | 310,000 compounds, 0.35% hits | CHO-K1 KCNQ1, thallium flux FluxOR fluorescence; hits give high values | AID 2648 | P51787 | B-score at 10 µM;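 active means fluorescence ratio B-score, a plate-corrected score, at least three library SD, with initial intensity B-score within 5 SD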
#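 Doses: Single concentration per compound, DMSO matched to controls | Test system: KCNQ1-transfected CHO-K1 cells | Timing: 90 min dye loading and 20 min compound exposure, both at room temperature | Measured by: Kinetic FluxOR thallium fluorescence, 10-s 1-Hz baseline, 110-s post-stimulus read | Medium: Assay buffer with matched DMSO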
# KCNK9 inh: blocks the human KCNK9 two-pore domain potassium channel | Q9NPC2 | HEK293 KCNK9, FluxOR thallium flux fluorescence; hits give low values | B-score at 10 µM | 310,000 compounds, 1.2% hits;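 active means ratio B-score over 3 SD below the library mean, with starting fluorescence within 5 SD of its mean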;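 further: negative B-score means less thallium flux so channel inhibition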
# RGS4 act: potentiators or activators of RGS4; HEK293 M3R/inducible RGS4, carbachol calcium flux Fluo4; hits give low values; B-score at 10 µM; 310,000 compounds, 0.92% hits;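 active means B-score of the integrated calcium signal more than 4 SD below the library mean, with starting fluorescence not abnormally high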;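 further: negative B-score means reduced calcium response which marks RGS4 activation or potentiation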
#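 System – HEK293 FlpIn-TREx cells, stable M3R, doxycycline-inducible RGS4 · Reagent – ECmax carbachol challenge · Times – compound preincubation 20 min at room temperature before agonist · Technique – Fluo4 fluorescence kinetic imaging of calcium · Measure – B score of integrated Fluo4 ratio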
# KCNQ1 inh: human KCNQ1 channel inhibition | P51787 | CHO-K1 KCNQ1, FluxOR thallium flux fluorescence; hits give high values | B-score at 10 µM | 310,000 compounds, 1.3% hits | AID 2642;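 active means compounds whose thallium flux B-score, printed positive for inhibition, exceeds three library SD while starting fluorescence stays within three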;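 further: channel opened by potassium depolarization with thallium stimulus after 20 min compound exposure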
# Starred values were filed as active, the others as inactive; i = inactive; ? = inconclusive; . = not tested or not shown.
entry | molecule | ANO1 activ | RGS4 inh | KCNK3 block | hERG protect | SKKanGAS inh | TMEM16A inh | HDAC3 inh | KCNQ1 pot | KCNK9 inh | RGS4 act | KCNQ1 inh
1 | COC(=O)C1=CN(c2cccc(C)c2)C=C(C(=O)OC)C1c1cc(OC)c(O)c([N+](=O)[O-])c1 | i | i | i | -13 | 11 | i | 16 | i | i | i | i
2 | CN(C)S(=O)(=O)Nc1ccc2c(c1)Cc1ccccc1-2 | i | i | i | -2 | -8 | i | -1 | i | i | i | i
3 | Cc1cccc(OCc2n[nH]c(=S)n2Cc2ccccc2)c1 | i | i | i | -9 | 6 | i | 6 | i | i | i | i
4 | Cc1cc(C)n2cc(CSc3ccc(Br)cc3)nc2n1 | i | i | i | -7 | -7 | i | -8 | i | i | i | i
5 | COc1ccc(NC(=O)CSc2nnnn2-c2ccc(F)cc2)cc1 | i | i | i | -5 | 1 | i | -3 | i | i | i | i
6 | Cc1ccc(S(=O)(=O)N2CCc3cc4c(cc3C2C)OCCCO4)cc1 (stereo not given) | i | i | i | -7 | 1 | i | 1 | i | i | i | i
7 | Cc1ccc(SC[C@H](Cc2ccccc2)N2CCN(CC(C)C)CCC2=O)cc1 | i | i | i | -3 | 3 | . | 6 | i | i | i | i
8 | COc1ccc(Cl)cc1-c1n[nH]c(=S)n1C | i | i | i | -10 | 3 | i | -3 | i | i | i | i
9 | O=C(NCC(=O)N1CCN(Cc2ccccc2)CC1)c1ccc(Br)o1 | i | i | i | -11 | -3 | i | 9 | i | i | i | i
10 | CN(C)/C=C1\Cc2ccccc2C1=O | i | i | i | -8 | -1 | i | -1 | i | i | i | i
11 | CC(=O)N1CCc2c(sc(NC(=O)C3CCCN3S(=O)(=O)c3cccs3)c2C(N)=O)C1 (stereo not given) | i | i | i | -12 | 11 | i | -7 | i | i | i | i
12 | O=C(NC1(C(F)(F)F)NC(=O)N(c2ccccc2)C1=O)c1cccs1 (stereo not given) | i | i | i | -9 | -2 | i | 1 | i | i | i | i
13 | CCOC(=O)c1cc2c(=O)n3cccc(C)c3nc2n(Cc2ccco2)c1=NC(=O)c1ccccc1 | i | i | i | -27 | 39 | i | -53 | i | i | -7.2* | i
14 | Cc1ccc(Nc2c([N+](=O)[O-])cc(C(=O)N3CC(=O)Nc4ccccc43)cc2[N+](=O)[O-])c(C)c1 | i | i | i | -10 | 15 | i | 3 | i | i | i | i
15 | CC(OC(=O)CCCNC(=O)c1ccc(Cl)cc1)C(=O)N(C)Cc1ccccc1 (stereo not given) | i | i | i | -8 | -13 | i | -8 | i | i | i | i
16 | CC1CCCCC1NC(=O)c1ccc(S(=O)(=O)N2CCCC2)cc1 (stereo not given) | i | i | i | -6 | 2 | i | 1 | i | i | i | i
17 | CC1=CC2=NC(=O)/C(=C\c3cc(C)n(-c4cccc(Cl)c4)c3C)C(=N)N2O1 | i | i | i | -5 | -9 | i | -5 | i | i | i | i
18 | O=C(NCCc1ccccc1)c1cnn2c(C(F)F)cc(C3CC3)nc12 | i | i | i | -14 | 19 | i | 8 | i | i | i | i
19 | Cc1cccc(N2CC(C(=O)NCCC3=CCCCC3)CC2=O)c1C (stereo not given) | i | i | i | -17 | 17 | i | 0 | i | i | i | i
20 | CCOc1ccc(N(CC(=O)NC2CCCC2)S(=O)(=O)c2c(C)noc2C)cc1 | i | i | i | -2 | 4 | i | 2 | i | i | i | i
21 | O=C(c1ccc(C(F)(F)F)cc1)n1ccc(-c2cccs2)n1 | i | i | i | -8 | 5 | i | 3 | i | i | i | i
22 | Cc1nc2ccccn2c1C(=O)OCC#N | i | i | i | 0 | 2 | i | 4 | i | i | i | i
23 | COc1ccccc1C(=O)/C=C/c1ccc(N2CCCCC2)c([N+](=O)[O-])c1 | i | i | i | -4 | -5 | i | 0 | i | -10* | i | i
24 | O=C(Cc1c(F)cccc1Cl)N1CCN(C(=O)c2ccco2)CC1 | i | i | i | -5 | -2 | i | -5 | i | i | i | i
25 | Cc1ccc(F)c([C@H]2C3C=CCC(c4ccccc4)C3C(=O)N2Cc2ccccc2)c1 (stereo not given in full) | i | i | i | -14 | 50* | i | 9 | i | i | i | i
26 | Cc1cccc(NC(=O)CCc2c(C)nn(-c3ccc(N4CCOCC4)nn3)c2C)c1 | i | i | i | -4 | -6 | i | 4 | i | i | i | i
27 | C=CCc1ccccc1OCCCCN1CCCC1 | i | i | i | -5 | -2 | i | 6 | i | i | i | i
28 | O=[N+]([O-])c1ccc(-c2csc(Nc3ccccc3)[n+]2Cc2ccccc2)cc1 | i | i | i | -11 | -15 | i | 5 | i | i | i | i
29 | CCC(C)(C(=O)NC1CCCCC1)N(C(=O)C1CCC(=O)N1)c1ccccc1 (stereo not given) | i | i | i | -16 | 1 | i | 4 | i | i | i | i
30 | COc1cc(Cl)c(C)cc1NC(=O)COc1cc(C)nc(C(C)C)n1 | i | i | i | -8 | 4 | i | 2 | i | i | i | i

# Part of the list above, screen by screen:
1: COC(=O)C1=CN(c2cccc(C)c2)C=C(C(=O)OC)C1c1cc(OC)c(O)c([N+](=O)[O-])c1
2: CN(C)S(=O)(=O)Nc1ccc2c(c1)Cc1ccccc1-2
3: Cc1cccc(OCc2n[nH]c(=S)n2Cc2ccccc2)c1
4: Cc1cc(C)n2cc(CSc3ccc(Br)cc3)nc2n1
5: COc1ccc(NC(=O)CSc2nnnn2-c2ccc(F)cc2)cc1
6: Cc1ccc(S(=O)(=O)N2CCc3cc4c(cc3C2C)OCCCO4)cc1 (stereo not given)
7: Cc1ccc(SC[C@H](Cc2ccccc2)N2CCN(CC(C)C)CCC2=O)cc1
8: COc1ccc(Cl)cc1-c1n[nH]c(=S)n1C
9: O=C(NCC(=O)N1CCN(Cc2ccccc2)CC1)c1ccc(Br)o1
10: CN(C)/C=C1\Cc2ccccc2C1=O

Compound	1	2	3	4	5	6	7	8	9	10
ANO1 activ	i	i	i	i	i	i	i	i	i	i
RGS4 inh	i	i	i	i	i	i	i	i	i	i
KCNK3 block	i	i	i	i	i	i	i	i	i	i
hERG protect	-13	-2	-9	-7	-5	-7	-3	-10	-11	-8
SKKanGAS inh	11	-8	6	-7	1	1	3	3	-3	-1
TMEM16A inh	i	i	i	i	i	i	.	i	i	i
HDAC3 inh	16	-1	6	-8	-3	1	6	-3	9	-1
KCNQ1 pot	i	i	i	i	i	i	i	i	i	i
KCNK9 inh	i	i	i	i	i	i	i	i	i	i
RGS4 act	i	i	i	i	i	i	i	i	i	i
KCNQ1 inh	i	i	i	i	i	i	i	i	i	i

# (continued)
entry | molecule | ANO1 activ | RGS4 inh | KCNK3 block | hERG protect | SKKanGAS inh | TMEM16A inh | HDAC3 inh | KCNQ1 pot | KCNK9 inh | RGS4 act | KCNQ1 inh
31 | CN(C(=O)c1ccc(-c2ccccc2)cc1)C1CCCCC1 | i | i | i | -5 | -2 | i | -4 | i | i | i | i
32 | N#CCSc1nc2ccccc2c(=O)n1CCC(=O)NCCc1ccccc1 | i | i | i | -5 | 1 | i | -2 | i | i | i | i
33 | COc1cc(NC(=O)c2cc3nc(C)cc(C)n3n2)c(OC)cc1Cl | i | . | i | . | 14 | i | 5 | . | . | . | .
34 | O=C1C2C3C=CC(C4CC34)C2C(=O)N1Cc1ccco1 (stereo not given) | i | i | i | -3 | -5 | i | -3 | i | i | i | i
35 | Oc1ccc(Cl)cc1C=Nc1ccc2c3c(cccc13)CC2 | i | i | i | -9 | -2 | i | . | i | i | i | i
36 | CCOc1ccc(N(C(=O)c2cc3ccccc3oc2=O)C2C=CS(=O)(=O)C2)cc1 (stereo not given) | i | i | i | -8 | 2 | i | 8 | i | i | i | i
37 | Cc1cc(SCC(=O)OCC(=O)N(C)C2CCS(=O)(=O)C2)c(C)cc1Br (stereo not given) | i | i | i | -4 | 6 | i | 4 | i | i | i | i
38 | COc1cccc(NC(C)(C)c2nnnn2-c2c(C)cccc2C)c1 | i | i | i | -9 | 9 | i | 3 | i | i | i | i
39 | CCOC(=O)c1ccc(NC(=O)CSc2nnc(CCc3ccc(C)o3)n2-c2ccccc2)cc1 | i | i | -17* | -10 | 19 | i | 4 | i | i | i | i
40 | C=CCn1c(N)c(C(=O)OC(C)(C)C)c2nc3ccccc3nc21 | i | i | i | -19 | 12 | . | . | i | i | i | i
41 | Cc1ccc(C)n1-n1cnc2sc3c(c2c1=O)CCCCC3 | i | i | i | -10 | 4 | i | -4 | i | i | i | i
42 | Cc1ccccc1Nc1nnc(SCC(=O)NC2CCCc3ccccc32)s1 (stereo not given) | i | i | i | -6 | 6 | i | . | i | i | i | i
43 | O=C(CNCCO)Nc1ccc(F)c(Cl)c1 | i | i | i | -1 | 0 | i | -4 | i | i | i | i
44 | O=C(O)c1cc(-c2ccc(/C=C3\NC(=O)N(c4ccccc4)C3=O)o2)ccc1Cl | i | i | i | -14 | 6 | i | -1 | i | i | i | i
45 | CCOC(=O)c1c(C)[nH]c(C(=O)N2CCCC(C(=O)c3ccccc3OC)C2)c1C (stereo not given) | i | i | i | -17 | -1 | i | . | i | i | i | i
46 | CCOC(=O)C(C)CC(C)C(=O)N1CCOCCN(C(=O)C(C)CC(C)C(=O)OCC)CCOCC1 (stereo not given) | i | i | i | -14 | -1 | i | -5 | i | i | i | i
47 | C=C(C)[C@@H]1CCC2(C(=O)O)CC[C@]3(C)[C@H](CC[C@@H]4[C@@]5(C)CCC(=O)C(C)(C)[C@@H]5CC[C@]43C)[C@@H]12 (stereo not given in full) | i | i | i | -8 | 104* | i | -2 | i | i | i | i
48 | Cc1ccccc1C(=O)N1CCCC(N2CCN(Cc3ccc4c(c3)OCO4)CC2)C1 (stereo not given) | i | i | i | -8 | -3 | i | 3 | i | i | i | i
49 | CCN1CCN(C(CNS(=O)(=O)c2ccc(C)cc2)c2cccnc2)CC1 (stereo not given) | i | i | i | -9 | ? | i | 6 | i | i | i | i
50 | Cc1ccc2nc(/C(C#N)=C/c3ccc(O)c(O)c3)[nH]c2c1 | i | i | i | -4 | 22 | i | 2 | i | i | i | i

# Compound activity: PubChem, several laboratories
